HSF1 activator: increases HSF-1 driven luciferase reporter signal; NIH3T3-HGL HSF-1 luciferase reporter, MG132, 8 h; 100% = twice DMSO control signal; AID 504408; 300,000 tested, 1.7% active; activation, % at 9 µM;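 active = mean replicate activation of at least 50% with a set share of replicates each reaching 50%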;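 also: 0% = median of the neutral control wells and 100% = twice that signal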
GSK3beta inhib: inhibitors of human GSK3beta kinase; P49841; GST-GSK3beta kinase, ADP-Glo luminescence, 60 min; active compounds read low; activity score (negative = inhibition), % at 10 µM; 300,000 tested, 0.038% active; AID 2097;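 active = more than half of replicate wells score below -50%, meaning over 50% inhibition versus plate controls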;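 also: 0% = median DMSO wells and -100% = median GW8510 positive control wells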
Target sequence (P49841 whole entry, looked up): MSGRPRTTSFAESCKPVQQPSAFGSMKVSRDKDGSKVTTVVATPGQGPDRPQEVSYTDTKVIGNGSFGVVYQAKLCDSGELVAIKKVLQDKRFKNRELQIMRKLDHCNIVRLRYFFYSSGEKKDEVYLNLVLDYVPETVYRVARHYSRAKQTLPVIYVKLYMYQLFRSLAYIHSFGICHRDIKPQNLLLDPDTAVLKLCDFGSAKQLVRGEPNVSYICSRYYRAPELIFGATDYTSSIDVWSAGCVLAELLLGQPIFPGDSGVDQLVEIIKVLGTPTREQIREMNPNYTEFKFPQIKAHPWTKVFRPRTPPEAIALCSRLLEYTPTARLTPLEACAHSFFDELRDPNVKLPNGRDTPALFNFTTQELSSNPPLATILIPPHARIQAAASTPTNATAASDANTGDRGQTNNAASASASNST
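Test system: GST-fused GSK3beta enzyme, cell-free | Quantity: 1.6 ng GST-GSK3beta enzyme per well | Reagent: 25 µM ATP with peptide substrate | Schedule: 60 min enzyme reaction, room temperature | Signal: Luminescent ADP-Glo measurement of ADP formed | Read-out basis: Score relative to plate controls | Control set: DMSO and 20 µM GW8510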
DYRK1A inh: Dyrk1A (rat) kinase inhibition. Q63470. ADP-Glo luminescence, NFATc1 peptide. inhibition, % at 12.5 µM. 310,000 tested, 0.43% active; in the data active = inhibition above about 50%;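 also: plate controls were vehicle with enzyme for no effect and no enzyme for full effect; many of its hits are not listed in these tables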
GSK3 alpha inh: human GSK-3 alpha kinase inhibition | ADP-Glo luminescence, 60 min | inhibition, % at 10 µM | 320,000 tested, 0.1% active | AID 2650;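 in the data active = inhibition above about 50%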;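 also: GST-tagged GSK-3 alpha with peptide substrate and 25 µM ATP; 0% = DMSO neutral wells and 100% = GW8510 positive control wells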
Target sequence (P49840 whole entry, looked up): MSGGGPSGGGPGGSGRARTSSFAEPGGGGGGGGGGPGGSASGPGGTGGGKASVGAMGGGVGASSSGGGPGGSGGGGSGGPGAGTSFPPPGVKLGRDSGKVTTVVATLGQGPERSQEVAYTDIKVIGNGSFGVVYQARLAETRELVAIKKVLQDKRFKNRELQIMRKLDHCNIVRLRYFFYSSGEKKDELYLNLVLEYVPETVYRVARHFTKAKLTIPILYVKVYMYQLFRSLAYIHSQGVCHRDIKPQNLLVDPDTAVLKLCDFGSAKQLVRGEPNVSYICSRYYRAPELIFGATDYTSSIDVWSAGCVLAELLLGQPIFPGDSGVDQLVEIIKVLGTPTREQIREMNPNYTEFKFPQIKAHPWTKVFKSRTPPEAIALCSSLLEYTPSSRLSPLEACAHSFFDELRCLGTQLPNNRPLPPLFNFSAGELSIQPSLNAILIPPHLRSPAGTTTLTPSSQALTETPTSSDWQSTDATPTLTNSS
HSF1 inhib: HSF1 inhibition; NIH3T3-HGL HSE-luciferase, MG132-induced, luminescence 8 h; active compounds read low; 300,000 tested, 0.77% active; activity change, negative = inhibition, % at 7.5 µM (by protocol); AID 2098;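 active = more than half of replicate wells show activity change below -50%, luminescence cut by over half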;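 also: luciferase reports HSF-1 transcriptional activity via heat shock element; 0% = median of DMSO wells and -100% = zero luminescence signal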
IEC-6 tox: IEC-6 cytotoxicity, counter-screen for KLF5 inhibitors. inhibition, % at 5 µM. luminescence viability. 290,000 tested, 0.78% active; in the data active = inhibition above about 22%;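 also: 0% = plate median of test compound wells and 100% = cytotoxic reference compound wells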
Platelet DG rel: platelet dense granule release activity; inhibition, %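 (compounds screened at 7.5 µM in platelet-rich plasma)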; 300,000 tested, 0.22% active; human platelet-rich plasma, SFLLRN dense granule ATP release, luminescence;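 active = mean replicate score, as percent of positive control, at or above 50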
aSyn 5UTR inh: MLPCN primary screen, SNCA 5' untranslated region | inhibition, % (tested at 7.5 µM) | alpha-synuclein 5'UTR reporter, inhibitor activity | 300,000 tested, 0.82% active; in the data active = inhibition above about 60%;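 also: H4 neuroglioblastoma cells stably carrying SNCA 5'UTR luciferase fusion; 0% = DMSO wells and 100% = positive control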
KLF5 inhibitor: inhibitors of KLF5 expression; AID 1700; 290,000 tested, 0.23% active; inhibition, % at 5 µM; DLD-1 KLF5 promoter-luciferase reporter, luminescence;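 active = inhibition above a per-plate limit of that plate's mean compound inhibition plus 3 SD, cut at about 60% in these data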;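 also: 0% = DMSO wells and 100% = LY294002 at 200 µM; higher means less KLF5 promoter-driven luciferase light; inactives centre near -14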
HSP90 inh: blocks HSP90-mediated luciferase refolding in reticulocyte lysate; 290,000 tested, 0.91% active; inhibition, % at 5.6 µM; Rabbit reticulocyte lysate, luciferase refolding luminescence, 3 h;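 active = inhibition above the screen-wide mean plus 3 SD, computed separately per campaign, cut at about 16% in these data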;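 also: 0% = DMSO wells and 100% = 60 µM geldanamycin wells; inhibitors lower the luminescence because luciferase stays unfolded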
* marks the source's active call; other numbers are inactive results; / = not tested or not shown. These rows are one share of the data; count on the stated rates, not on these rows.

SMILES	HSF1 activator	GSK3beta inhib	DYRK1A inh	GSK3 alpha inh	HSF1 inhib	IEC-6 tox	Platelet DG rel	aSyn 5UTR inh	KLF5 inhibitor	HSP90 inh
Cc1ccc(S(=O)(=O)CC(=O)N2CCN(c3ccc(F)cc3)CC2)cc1	-18	0	-4	-2	-5	2	0	11	4	-3
COCC(=O)Nc1cc(Cl)ccc1C(F)(F)F	0	-1	/	0	-6	-2	-8	10	-17	-5
O=C1CCCC/C1=C\Nc1ccc(S(=O)(=O)Nc2cnc3ccccc3n2)cc1	/	2	-8	-2	/	-2	1	-12	-30	3
CN(CC(=O)Nc1cccc(F)c1)C(=O)c1cc(-c2ccccc2)nc2ccccc12	14	6	4	-3	3	/	-13	5	/	/
O=S(=O)(c1ccc2oc3ccccc3c2c1)N1CCCC1	5	-3	-2	-1	-3	-3	-1	22	-15	7
CCCn1nc(NS(=O)(=O)c2cccc3nonc23)c2cc3ccccc3nc21	28	1	2	2	9	-1	-9	27	-22	-2
CN(CC(=O)NCC1CCCO1)S(=O)(=O)c1cc(Cl)ccc1Cl (centres undefined)	0	2	-5	1	-5	2	-9	-23	26	3
O=C(Cn1ccc2ccccc2c1=O)NCCC(=O)NC1CCN(Cc2ccccc2)CC1	-16	0	-1	-1	-4	-8	-21	-14	-35	1
Cc1ccc(C)c(Cn2c(CN(C)Cc3ccccc3)nc3c2c(=O)n(C)c(=O)n3C)c1	-1	5	0	3	6	-3	10	24	-35	2
Oc1cccc2ccc(/C=C/c3cccs3)nc12	33	-5	3	-2	24	3	5	-172	-20	0
Cc1cc(C)cc(N2C(=O)CSC2c2ccccn2)c1 (centres undefined)	10	4	/	-2	13	-7	-5	-4	-28	-2
COc1ccc2[nH]cc(CCNC(=O)c3ccc4ccccc4n3)c2c1	4	4	6	-2	14	6	1	10	7	-4
O=C(O)C1CCN(S(=O)(=O)N2CCOCC2)CC1	2	-3	2	-2	-3	3	-5	9	0	5
COc1cccc(C2CC(c3c(-c4ccccc4)c4cc(Cl)ccc4[nH]c3=O)=NN2S(C)(=O)=O)c1OC (centres undefined)	7	0	2	0	5	-2	-5	30	-38	2
CCc1ccc(C(C)(O)C(CN2CCOCC2)c2ccccc2)cc1 (centres undefined)	-4	1	/	-2	12	3	0	-4	-39	-1
O=C(COc1ccccc1Cl)Nc1ccc(Cl)cn1	106*	5	1	/	59	5	1	-55	-179	-1
Cc1c(Cl)cccc1NC(=S)NCc1ccccc1Cl	14	0	0	-1	2	-3	22	16	-32	1
O=C(CCCC(=O)n1cnc2ccccc21)n1cnc2ccccc21	-4	1	10	-1	-11	-6	2	-6	-21	1
CO/N=C\CC(=O)Nc1ccc(Cl)cc1Cl	-5	2	13	1	2	0	1	-25	-5	-2
O=C1N[C@@H](Cc2cn(S(=O)(=O)c3ccc(F)cc3)c3ccccc23)C(=O)N[C@H]1Cc1ccccc1	26	-3	/	-2	9	/	4	-3	/	/
COc1ccc(CNC(=O)C23CC4CC(CC(Br)(C4)C2)C3)cc1	-2	2	1	0	-3	-2	0	-10	-1	-3
Cc1ccc(C)c(Cn2c(=O)n(CCC(=O)NCc3ccco3)c(=O)c3sccc32)c1	13	-1	5	-2	5	-2	-1	23	-26	1
CC1(C)CC(=O)CC2(C1)NCC(c1ccccc1Cl)c1c2[nH]c2ccccc12 (centres undefined)	5	-1	/	-2	2	-11	5	27	-2	-1
Cc1cccc(N2C(=O)c3cccc(Oc4ccc(Cl)cc4)c3C2=O)c1	22	0	1	/	5	-4	-2	-13	-64	-1
O=C(O)CC1(CC(=O)NCc2ccc(Cl)cc2)CCCCC1	-5	0	-3	-2	-9	-3	0	7	-35	-4
Nc1ncnc2c1ncn2[C@H]1C[C@H](O)[C@@H](CO)O1	/	/	29	11	/	5	/	/	-26	-3
CCOC(=O)C(C)Sc1nc(N2CCOCC2)c2c(c1C#N)CC(C)(C)OC2 (centres undefined)	5	-4	/	-1	-5	/	5	0	/	/
COc1ccc(NC(=S)NC2CCCCC2)c(OC)c1	-5	4	0	2	5	2	-43	-9	-9	0
Cc1cc(OCC(=O)O)c2cccc(C)c2n1	-6	3	0	-3	-3	2	6	2	-3	2
CC(=O)c1ccc(NC(=O)Cn2c(=O)oc3ccccc32)cc1	-13	-1	1	-4	-4	-4	-3	9	-2	-6
COc1ccc(Cl)cc1NC(=O)c1cccc(N2C(=O)C3CC=CCC3C2=O)c1 (centres undefined)	8	-1	7	-2	-4	-3	27	-21	-3	-4
COc1cc(NC(=O)Cn2ccsc2=N)cc(OC)c1	6	3	-1	0	-8	5	-1	3	-6	1
N#Cc1c(-c2cccs2)cc(-c2ccccn2)nc1N	-11	2	-2	-3	-4	6	-18	4	-30	0
COc1ccc(OC)c(-c2nc(C(N)=O)c3[nH]c(=O)n(-c4ccc(F)cc4)c3n2)c1	-52	1	-2	-1	-40	-2	-1	-9	-36	-4
Cc1sc(NC(=O)Cc2ccc3c(c2)OCO3)nc1-c1ccc2c(c1)CCN2C(=O)c1cccc(F)c1	2	2	2	/	-2	1	7	29	11	3
CCC(C)(C)C1CCc2[nH]nc(C(=O)NN)c2C1 (centres undefined)	-10	2	3	-3	-10	-5	7	-12	22	13
O=C(CSCc1cnn(-c2ccccc2)c1-n1cccc1)NCc1ccc2c(c1)OCO2	5	-8	1	/	3	-3	-4	15	-29	0
COc1cccc([C@@H]2Oc3ccc(Br)cc3C(=O)[C@H]2OC(=O)NC2CCCC2)c1	/	/	/	6	/	0	/	/	-8	4
COCCCNC(=O)c1ccc(C(=O)NCCCOC)cc1	22	-1	-14	-1	0	-3	-10	2	-28	-2
C=CCNC(=S)N1CCN(c2ccc([N+](=O)[O-])cc2)CC1	-14	2	-5	2	-6	0	8	4	-14	0
Cc1ccc(C2(c3noc(CN(C)Cc4cnn(C)c4)n3)CCCC2)cc1	49	2	-1	0	10	-9	3	15	-9	1
CC1(C)c2[nH]c3ccccc3c2C[C@H]2C(=O)N(Cc3cccc(F)c3)C(=O)N21	-6	-5	-7	-10	-2	/	-2	16	/	/
CCOc1ccc(-c2c(=O)n(OCc3nc4ccccc4[nH]3)c3ccccc3[n+]2[O-])cc1	20	-2	/	-2	15	3	19	-112	-43	4
CC(=O)C1=C(O)C(=O)N(Cc2ccccc2)C1c1ccc(F)cc1 (centres undefined)	21	2	-3	-2	5	3	5	6	-9	-1
C[N+]1(CCCCCCC(=O)/C=N/O)CCCCCC1	0	-3	0	0	1	5	6	-30	-1	14
Cc1cccc(C)c1NC(=O)CN(C)C(=O)CSC(=S)N1CCCC1	-8	0	-1	0	-3	/	-1	7	/	/
Cc1cccnc1NC(=S)Nc1ccc(Cl)c(Cl)c1	29	2	2	-1	22	4	-8	-142	-50	-2
CC1CCCCN1C(=O)CN(C)S(=O)(=O)c1cccc2nsnc12 (centres undefined)	-3	3	3	8	-3	-4	-4	23	-18	-4
O=C(O)c1cccnc1SCc1cn2cc(Br)ccc2n1	1	1	0	-4	2	-3	8	4	1	-2
CCOc1cc(C2C(C#N)=C(N)Oc3n[nH]c(-c4ccccc4)c32)ccc1O (centres undefined)	-33	-7	39	20	-14	0	1	0	0	9
Cc1nnc(-c2cccc(C(F)(F)F)c2)nc1N1CCOCC1	46	0	6	1	17	8	-1	-27	-7	-1
Cc1csc(NC(=O)c2ccncc2)n1	-4	-7	14	3	-6	2	3	-15	-7	3
NC1=NC(=O)/C(=C\c2cc([N+](=O)[O-])ccc2Cl)S1	-13	0	6	0	4	0	-6	-95	-17	1
C=CCN=C1N[C@@H](c2cccc(C(F)(F)F)c2)C(C(=O)OC)=C(C)N1CC	18	-1	0	-2	1	-5	3	5	-3	0
COc1cccc(N2C(=O)CC(NNC(=O)c3cccs3)C2=O)c1 (centres undefined)	9	0	1	1	5	-4	9	5	-19	1
Cc1ccc(N(CC(=O)NC2CCCCC2)C(=O)Cn2nnc(-c3ccc(C)o3)n2)cc1	8	2	4	-1	3	-5	17	-13	6	-2
N#C/C(C(=O)N1CCCC1)=C1/N=C(N)c2ccccc21	/	4	0	-3	/	-4	2	14	-27	-7
Cc1cccc(OCC(=O)Nc2nnc(S(=O)(=O)N3CCC(C)CC3)s2)c1	2	1	-3	4	-4	1	-5	-1	-12	2
COCCCN(C(=O)Cc1csc(-c2cccc(Cl)c2)n1)c1c(N)n(Cc2ccccc2)c(=O)[nH]c1=O	10	-2	3	0	2	/	1	-2	/	/
CCOCCn1cnc2sc(C(=O)NCC(=O)OCC)c(C)c2c1=O	9	3	2	-3	1	1	8	-22	-48	-3

An excerpt from above in order of their number in GSK3 alpha inh, ascending:
| mol | GSK3 alpha inh |
| --- | --- |
| C=CCN=C1N[C@@H](c2cccc(C(F)(F)F)c2)C(C(=O)OC)=C(C)N1CC | -2 |
| Cc1ccc(N(CC(=O)NC2CCCCC2)C(=O)Cn2nnc(-c3ccc(C)o3)n2)cc1 | -1 |
| COCCCN(C(=O)Cc1csc(-c2cccc(Cl)c2)n1)c1c(N)n(Cc2ccccc2)c(=O)[nH]c1=O | 0 |

Next part
SMILES	HSF1 activator	GSK3beta inhib	DYRK1A inh	GSK3 alpha inh	HSF1 inhib	IEC-6 tox	Platelet DG rel	aSyn 5UTR inh	KLF5 inhibitor	HSP90 inh
Cc1ccc(/C=C(/NC(=O)c2ccccc2)C(=O)NC(Cc2c[nH]c3ccccc23)C(=O)O)cc1 (centres undefined)	5	3	13	-6	-2	2	-2	20	1	-1
CCOC(=O)c1c(NC(=O)C2(C)Cc3ccccc3C(=O)O2)sc2c1CCCC2 (centres undefined)	-17	2	0	2	7	2	-21	-4	-13	-4
c1ccc2c(c1)CC1(CCCCC1)n1nnnc1-2	-66	2	/	0	-59*	0	-7	12	-4	-1
COc1ccc(OCCN2C(=O)NC3(CCc4ccccc4C3)C2=O)cc1 (centres undefined)	3	2	1	-4	4	5	-4	0	-31	-4
NC(=O)C1CCN(C(=O)CCc2nc3ccccc3c(=O)[nH]2)CC1	23	1	4	-2	-4	-2	4	-23	-25	-1
CC(C)(C)c1n[nH]c2c1CCCC2	12	-4	-5	-2	-3	-7	3	8	-3	-7
Cc1ccc(NC(=O)CCN2CCC(C)CC2)cc1	10	0	4	-1	-5	-8	4	6	-13	-5
Cc1ccc(S(=O)(=O)NC(CC(=O)N2CCOCC2)c2ccco2)cc1 (centres undefined)	26	0	7	-2	2	-4	-3	-11	-19	1
O=C(Nc1cccnc1)c1cccc(S(=O)(=O)N2CCCC2)c1	-9	0	-8	7	-1	-2	-3	3	-10	0
Cc1ccc(-c2nc(SC(C)C(=O)c3c(N)n(C)c(=O)n(C)c3=O)n[nH]2)cc1 (centres undefined)	17	2	-2	6	2	/	-6	-1	/	/
Cc1cccc2cc(CN(C(=O)c3cccs3)c3ccccc3)c(=O)[nH]c12	-7	1	-1	-3	-3	7	-1	-1	-10	1
Cc1ccc([N+](=O)[O-])c(NC(=O)COC(=O)C2CC3CCCC(C2)C3=O)c1C (centres undefined)	-20	-3	-5	0	-3	2	5	5	-10	2
Cc1ccc(NC(=S)N(CCN(C)C)C(C)c2cccnc2)cc1 (centres undefined)	17	2	1	-2	9	2	-3	6	10	-2

Screening data deposited in PubChem BioAssay by several laboratories.
